Assay outcomes: PubChem, several laboratories
UBC9 SUMO inh: blocks human SUMOylation mediated by UBC9 | P63279 | HTRF SUMOylation assay, SAE1/SAE2 + UBC9, in vitro | inhibition, % at 35 µM | 0.36% of 290,000 active; in the data active = inhibition above about 50%, passing the limit was not always enough; note: strong numbers were not always called active
CRFR2-BP antag: blocks CRF-induced signaling of the CRF-BP/CRF-R2 complex. HEK293 CRF-R2/CRF-BP, CRF-induced calcium fluorescence. AID 588475. 0.59% of 350,000 active. inhibition, % at 11.8 µM;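 active = inhibition of the ligand-induced calcium signal above about 50% at the single tested concentration, limit read from the data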
IDE inh: inhibits human insulin-degrading enzyme in HEK cells. FAbetaB cleavage, fluorescence polarization. inhibition, % at 5.59 µM. 0.41% of 320,000 active. AID 434962;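 active = percent inhibition above the average of all tested compounds plus 3 SD, set per screening campaign, cut at about 16% in these data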;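 note: IDE supplied by intact live HEK cells; FP after avidin binding of uncleaved biotin substrate so inhibition keeps polarization high; 0% = DMSO wells and 100% = 60 µM reference IDE inhibitor Ii1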
IDE cell activ: boosts human insulin-degrading enzyme activity in HEK cells. P14735. FAbeta-B cleavage, fluorescence polarization; 0% vehicle, 100% cell-free pure enzyme wells. activation, % at 5.96 µM. 0.073% of 340,000 active;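 active = activation above the mean of all tested compounds plus 3 SD, set per screening campaign, cut at about 17% in these data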
GalR3 antagonist: blocks the human galanin receptor 3. HEK293 GalR3-CNG cAMP membrane potential fluorescence; galR3 body fused to GalR1 C-terminus. inhibition, % at 3 µM. 0.44% of 360,000 active. AID 651719;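 active = inhibition above the screen-wide average plus 3 SD, cut at about 13% in these data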;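 note: forskolin and galanin both at EC90 stimulate the cells; cAMP rise reported by CNG channel membrane potential dye signal; 0% = forskolin plus galanin with DMSO and 100% = forskolin alone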
pCIP destab: p/CIP protein destabilization; AID 1984; 0.01% of 290,000 active; F442A p/CIP-EGFP cells, EGFP fluorescence, 16 h; decrease of EGFP signal, % at 10 µM; Q05BA5;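 active = EGFP signal decrease of at least 30% at 10 µM or well 3 SD below plate mean, unless failing retest; inactive = the rest, including hits failing retest or dose response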; note: some compounds called inactive have numbers as strong as hits; many of its hits are not listed in these tables
HCV NS3 hel inh: HCV NS3 helicase inhibition; 0.56% of 290,000 active; NS3 helicase DNA unwinding, Cy5 molecular beacon fluorescence; inhibition, % at 10.9 µM;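 active = inhibition above the mean of all tested compounds plus 3 SD, set per campaign, cut at about 35% in these data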;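 note: 0% = DMSO wells and 100% = thioflavine S control wells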
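Measured by: Cy5 fluorescence, 0 and 60 min reads / Assay system: NS3 helicase fragment of HCV / Control set: low DMSO, high thioflavine S at 110 µM / Times: 1 h reaction at 25 °C, ATP-initiated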
VIM-2 inhibitor: inhibitors of Pseudomonas aeruginosa VIM-2 metallo-beta-lactamase; purified VIM-2, nitrocefin hydrolysis, epi-absorbance fluorescence; inhibition, % at 5.6 µM; 0.89% of 290,000 active; AID 1527;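 active = inhibition above the mean of all tested compounds plus 3 SD, cutoff set per screening run, cut at about 7.5% in these data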;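 note: red hydrolysis product quenches plate fluorescence so inhibitors raise well fluorescence; 0% = enzyme with DMSO and 100% = DMSO without enzyme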
IMP-1 inh: blocks Pseudomonas aeruginosa IMP-1 metallo-beta-lactamase. purified IMP-1, nitrocefin hydrolysis, epi-absorbance fluorescence. inhibition, % at 5.6 µM. 0.45% of 290,000 active;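 active = inhibition above the mean plus 3 SD of all compounds in the same screening run, cut at about 4.5% in these data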;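 note: 0% = IMP-1 with DMSO and 100% = DMSO wells lacking enzyme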
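system = purified recombinant IMP-1 beta-lactamase | amount = 0.2 nM IMP-1, as dispensed | medium = HEPES buffer pH 7.1 with ZnSO4 and Brij 35 | times = 25 °C, 15 min preincubation, 25 min reaction | detection = plate fluorescence quenching by hydrolysis product, ex 480/em 530 nm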
Numbers without * were called inactive; nt = not tested or not shown.

UBC9 SUMO inh,CRFR2-BP antag,IDE inh,IDE cell activ,GalR3 antagonist,pCIP destab,HCV NS3 hel inh,VIM-2 inhibitor,IMP-1 inh,canonical_smiles
12,8,0,1,0,-4,-3,-2.6,-1.2,O=C(Nc1nnc(C2CC2)s1)c1ccc(S(=O)(=O)c2ccccc2)cc1
14,-5,-3,4,7,-5,9,-2.5,-1.4,C=CCn1c(-c2oc3nc(-c4ccccc4)cc(-c4ccccc4)c3c2N)n[nH]c1=S
-4,3,6,-2,-3,8,6,-3.5,-2.5,CC(Sc1nc2ccc(C(=O)c3ccccc3)cc2[nH]1)C(=O)O (centres undefined)
-1,-10,2,0,-4,4,7,-2.6,-4.1,COC1CCN(C(=O)c2ccc(OC3CCN(Cc4ccccn4)CC3)cc2)CC1
24,8,6,7,-6,-13,7,-7.7,-2.7,O=c1c([N+](=O)[O-])cc(C(F)(F)F)cn1Cc1cccc(Cl)c1
22,-3,3,-2,-3,-8,-28,-1.2,-3.0,O=C1NC(=S)N/C1=C/c1ccc2ccccc2c1
nt,9,2,6,3,-4,5,-3.6,-1.8,COC(C(=O)N1CCC(n2nccc2NC(=O)C2CC2)CC1)c1ccccc1 (centres undefined)
8,6,4,3,-9,-2,12,-2.7,-1.7,NC(=O)c1nsc(C(=O)N(Cc2ccc(F)cc2)C(C(=O)NCC2CCCO2)c2ccc(F)cc2)c1N (centres undefined)
4,-177,55*,-65,-6,-1,19,-3.9,-2.3,CCSC1=NSC2=NC(=O)/C(=C\c3coc4ccccc4c3=O)C(=N)N12
-4,2,4,-1,-2,-11,22,5.2,-1.9,c1csc(-c2nc(NCCCN3CCOCC3)c3ccccc3n2)c1
6,-17,7,4,-4,-12,3,-2.5,-2.8,CN(CC(=O)Nc1cccc2ccccc12)C(=O)c1cccc(S(=O)(=O)N(C)C)c1
nt,-12,3,10,-6,nt,nt,nt,nt,COc1cc(C)ccc1OCC(=O)OCC(=O)c1ccc[nH]1
9,-8,-5,1,-3,-2,-7,-1.3,-0.1,CCCCNC(=O)OCCNC(=O)Oc1cccc(C)c1
18,-3,6,5,-6,6,-2,-4.3,-3.5,COC(=O)CCC(=O)NNC(=O)c1ccc([N+](=O)[O-])cc1
13,11,6,0,-7,-7,-10,-1.6,-2.5,CN1CCN(C(=O)CC2C(=O)NCCN2Cc2ccc(-c3ccccc3)cc2)CC1 (centres undefined)

An excerpt of these results, with values under each structure.
Results follow in this order: UBC9 SUMO inh	CRFR2-BP antag	IDE inh	IDE cell activ	GalR3 antagonist	pCIP destab	HCV NS3 hel inh	VIM-2 inhibitor	IMP-1 inh
> COC(C(=O)N1CCC(n2nccc2NC(=O)C2CC2)CC1)c1ccccc1 (centres undefined)
 : nt	9	2	6	3	-4	5	-3.6	-1.8
> NC(=O)c1nsc(C(=O)N(Cc2ccc(F)cc2)C(C(=O)NCC2CCCO2)c2ccc(F)cc2)c1N (centres undefined)
 : 8	6	4	3	-9	-2	12	-2.7	-1.7
> CCSC1=NSC2=NC(=O)/C(=C\c3coc4ccccc4c3=O)C(=N)N12
 : 4	-177	55*	-65	-6	-1	19	-3.9	-2.3
> c1csc(-c2nc(NCCCN3CCOCC3)c3ccccc3n2)c1
 : -4	2	4	-1	-2	-11	22	5.2	-1.9

(cont.)
UBC9 SUMO inh,CRFR2-BP antag,IDE inh,IDE cell activ,GalR3 antagonist,pCIP destab,HCV NS3 hel inh,VIM-2 inhibitor,IMP-1 inh,canonical_smiles
-14,10,8,2,-7,-2,-4,-5.9,-0.8,CCN(CCO)c1cc(Cl)nc(SC)n1
47,-10,-2,5,2,-3,14,0.1,0.5,O=C1CCCc2nc3c(cc21)C(O)Oc1ccccc1-3 (centres undefined)
4,17,2,7,-6,-18,17,0.1,1.2,COc1ccc(NC2CCCN(C(=O)c3cccnc3SC)C2)cc1OC (centres undefined)
13,-15,3,2,-2,-13,6,0.8,-2.0,COc1cccc(NC(=O)c2ccn(C)n2)c1
15,-6,-7,2,-6,-4,5,7.1,-3.9,Cc1c(Cl)cccc1NC(=S)NN
22,8,3,-1,-6,-7,2,-2.9,-2.9,O=C(/C=C\c1cn(-c2ccccc2)nc1-c1ccccc1)Nc1nccs1
17,-2,8,4,-1,-9,-3,-2.1,-1.6,Cc1ccc(S(=O)(=O)/N=C(/Nc2c(C)n(C)n(-c3ccccc3)c2=O)c2ccc(Cl)cc2)cc1
9,7,7,6,-11,2,-13,-1.4,-3.0,CCOP(=O)(c1ccc(N(C)C)cc1)C(O)c1ccc(OC)cc1 (centres undefined)
12,-17,1,1,1,13,-1,1.0,-0.3,Cn1c(=O)[nH]c(=O)c2c1nc(Br)n2C/C=N/Nc1ccccc1
2,-30,9,0,-10,-4,-18,-0.1,-1.2,C/C(=N/Nc1cc(-c2ccccc2)nc(-c2ccccc2)n1)c1ccc(O)cc1
23,-5,3,-1,-10,-7,3,-1.6,-3.1,O=C(Cn1ccc(=O)[nH]c1=O)Nc1ccc(C(=O)O)c(O)c1
-2,0,-1,5,-2,-18,14,2.5,0.9,Cc1cccc(NC2=NC(C)(C)N=C(N)N2)c1C
1,19,1,-5,-2,10,6,-4.8,-3.1,CCOC(=O)CCCCC(=O)c1[nH]c(=O)[nH]c1C[n+]1ccc(C)cc1
20,11,7,7,-5,-6,0,-5.1,-2.9,C/C(CC(=O)Nc1cccnc1)=N\NC(=O)c1ccc([N+](=O)[O-])c(Cl)c1
0,-1,4,4,-10,2,-15,-1.4,-0.9,COc1ccc(NC(C)=O)cc1S(=O)(=O)NC(Cc1ccccc1)C(=O)NCc1ccccc1C (centres undefined)
20,7,0,5,-9,0,-7,-1.3,-1.4,COc1cccc(NC(=O)c2cnc[nH]2)c1
nt,4,-3,6,-1,nt,nt,nt,nt,CN(C(=O)c1ccc(S(=O)(=O)N2CCCCC2)cc1)C1CCS(=O)(=O)C1 (centres undefined)
32,-12,-1,3,-4,-6,-8,0.6,0.1,COc1ccc(-c2nc3ncccn3c2Br)cc1
nt,5,-2,3,-2,nt,nt,nt,nt,CC1CCC(NC(=O)COC(=O)CCC(=O)c2ccc(Cl)s2)CC1 (centres undefined)
9,4,3,3,0,-9,4,-3.1,-3.0,O=C(O)c1ccc(/C=N\Nc2ccc(S(=O)(=O)N3CCOCC3)cc2[N+](=O)[O-])cc1
11,-3,4,2,-5,8,4,-1.3,-0.7,COc1ccc(S(=O)(=O)Nc2ccc(C)cc2)cc1OC
3,nt,nt,nt,nt,-7,-3,-1.2,1.4,O=C(NCCc1c[nH]c2ccccc12)[C@@H]1C[C@H]1[C@@H](NP(=O)(c1ccccc1)c1ccccc1)c1ccccc1
15,0,0,1,-1,8,-3,-3.6,2.0,CCOC(=O)CNC(=O)CSc1ncnc2c1cnn2-c1ccc(C)cc1
5,-4,-1,2,-8,0,-58,3.4,-2.4,Cc1ccc(Nc2nc(NCCO)c3ccccc3n2)cc1C
-25,17,-4,5,-6,0,2,2.7,-1.5,CCOC(=O)c1nnc(-c2cccs2)nc1NC(C)C
3,-1,1,0,-12,-1,8,2.2,1.4,O=C(CN1CCCC1)Nc1cccc(Cl)c1
9,-6,0,3,-7,1,-3,-1.2,-2.1,CC(=O)N1c2ccc(S(=O)(=O)N3CCCC(C(=O)NC4CCCC(C)C4C)C3)cc2CC1C (centres undefined)
8,-1,-3,2,-1,0,1,-2.3,-3.2,O=C(CSc1nnc(NC(=O)c2ccco2)s1)Nc1cccc(F)c1
nt,2,-2,0,-3,nt,nt,nt,nt,O=C(COC(=O)c1ccc(F)cc1F)NCCC1=CCCCC1
17,1,9,4,-3,-3,-9,2.0,-0.9,COc1ccc(OCc2cn3c(C)cc(C)nc3n2)cc1
14,-5,-6,0,-9,-2,-5,-1.8,-1.3,CCOC(=O)c1cn2nc(SCc3ccccc3)nc2nc1C
-7,28,6,-2,-2,3,-8,-0.8,-1.4,c1ccc(-c2nnc(OCC3CCCO3)c3ccccc23)cc1 (centres undefined)
18,-12,-4,2,-5,12,-1,-1.1,0.2,Cc1c(Cl)cccc1NC(=O)Cn1cc(C(F)(F)F)cc(Cl)c1=O
13,-5,-10,4,5,8,7,-4.1,-3.8,CCN(CC(=O)Nc1ccccc1SC)Cc1nc2ccccc2c(=O)[nH]1
-7,40,0,-2,-4,-4,-4,-2.0,-1.7,Cc1ccc(CSCCNC(=O)CSCc2ccc([N+](=O)[O-])cc2)cc1
4,-27,10,8,0,-8,-1,0.2,-1.9,Cc1ccc(-c2nc(-c3ccccc3)no2)cc1
9,-6,-3,5,-4,4,-2,-2.0,-1.2,C[C@@H]1CCC(=O)N(CC[C@H](N=[N+]=[N-])c2ccccc2)CC1
-1,19,1,5,-4,-5,1,-1.8,-2.7,O=C(NCCc1ccc2c(c1)OCCO2)c1ccc(F)cc1
22,-8,-5,-2,-6,-11,-7,-3.0,-2.8,CCS(=O)(=O)Nc1cccc(C2=NN(S(=O)(=O)c3ccccc3)C(c3ccco3)C2)c1 (centres undefined)
-1,-8,-1,8,-4,-5,-1,-2.2,-2.7,CC(C)(C)C(=O)N(Cc1ccc(Cl)cc1)Cc1cccnc1
22,-9,7,-17,10,-5,-5,-4.1,-0.7,CCOC(=O)N1CCN(C(=O)CSc2nc3ccccc3c(=O)n2-c2ccccc2)CC1
-23,5,1,-3,-4,-19,2,3.6,-0.5,O=C1c2ccccc2C(=O)c2c(NCc3cccnc3)cccc21
39,3,1,-3,-7,-16,2,-0.5,-1.6,O=C(COc1ccc(Br)cc1)Nc1nc(-c2cccnc2)cs1
-30,6,11,-5,-3,11,-9,-1.7,-4.0,COc1cc(C2NC(=O)NC(C)=C2C(=O)OC2CCCCC2)cc(Br)c1O (centres undefined)
-12,2,-2,9,-7,1,4,0.6,0.2,COc1cc(C(=O)NCc2nnc(SCC(=O)N3CCCC3)o2)cc(OC)c1OC
14,10,nt,5,-8,-2,-3,0.9,-1.9,CCCCOc1ccc(NC(=O)CN2CCN(CC)CC2)cc1
2,-4,-2,2,1,-27,1,9.1*,-0.4,N#C/C=C1/NC(=O)c2ccccc2S1
2,-20,-2,2,-3,0,4,0.3,-2.2,COc1ccc(NS(=O)(=O)c2ccc(N3CC(O)=C(c4ccccc4)C3=N)cc2)cc1
-18,18,2,8,0,2,0,1.0,0.0,Clc1ccc(OCCSc2ncccn2)c(Br)c1
20,-1,-5,2,-3,9,-7,-0.2,2.2,COCCNC(=O)c1cc(-c2ccc(OC)c(OC)c2)on1
15,-11,3,4,-3,14,12,37*,-2.7,CCN1CCN(C(=O)CSc2cc(=O)n(C)c3ccccc23)CC1
8,10,-1,2,-8,3,1,-0.8,0.0,Cc1ccc(C)c(N2CCN(C(=O)CCCn3ncn4c(cc5occc54)c3=O)CC2)c1
nt,4,-6,5,-6,nt,nt,nt,nt,O=C(c1cc(C2CC2)nn1-c1ccccc1)N1CCN(S(=O)(=O)c2c(F)cccc2F)CC1
12,23,-1,-1,-3,-9,-4,-1.3,-1.3,COc1ccc(CN(C)S(=O)(=O)c2ccc3c(c2)OCCO3)cc1

Not a hit list; 3.2% or so of the library scored in one or more.
